Compound activity (PubChem)
Rin1 Abl inh – human Rin1-Abl interaction inhibition; TR-FRET Rin1/Abl binding, biochemical; AID 588664; P00519+Q13671; hit rate 0.4% among 360,000; inhibition, % at 7.35 µM; in the data active means inhibition above about 5%, passing the limit was not always enough
TbMetRS inhib – Trypanosoma brucei MetRS inhibition; purified T. brucei MetRS, ATP depletion, Kinase-Glo luminescence; inhibition, % at 11.9 µM; hit rate 0.4% among 360,000;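 active means inhibition above a per-plate cutoff of the control wells' mean inhibition plus 3 SD, cut at about 5.5% in these data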;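 further: 0% = DMSO wells median and 100% = median of wells with control inhibitor compound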
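Material: parasite MetRS enzyme / Replication: singlicate, one well per compound / Signal: luminescence of leftover ATP / Schedule: 2 h aminoacylation at 25 °C after 15 min preincubation / Medium: HEPES-MgCl2-KCl buffer plus DTT, spermine, BSA, pyrophosphatase / Doses: 11.9 µM single point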
FAS-TE inh – inhibitors of human fatty acid synthase thioesterase domain. hit rate 0.67% among 360,000. recombinant FAS-TE, OMFH fluorogenic substrate, fluorescence endpoint. inhibition, % at 15 µM;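 active means compounds whose normalised, plate-corrected inhibition of enzyme fluorescence in the single-dose primary screen is 50% or more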;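 further: 0% = DMSO with enzyme and 100% = substrate without enzyme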
MsrA inh – inhibitors of bovine MsrA; purified bovine MsrA, absorbance read-out; inhibition, % at 15.5 µM; hit rate 0.75% among 360,000; in the data active means inhibition above about 4.5%;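 further: 0% = vehicle wells with enzyme and 100% = reference inhibitor wells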
bovine MsrA act – bovine methionine sulfoxide reductase A activation. purified bovine MsrA, absorbance read-out. activation, % at 10.6 µM. hit rate 0.3% among 360,000; in the data active means activation above about 7.5%;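 further: 0% = vehicle and 100% = reference activator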
PABP1 MLLE inh – blocks PAM2 peptide binding to the PABP1 MLLE domain; P11940; inhibition, % at 20 µM; GST-MLLE / FITC-PAM2 fluorescence polarization; hit rate 0.36% among 360,000; in the data active means inhibition above about 35%, passing the limit was not always enough;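 further: plate controls were DMSO wells with GST-MLLE for no effect and wells lacking GST-MLLE protein for full effect; some results filed as inactive read as strong as hits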
Target sequence (P11940 whole entry, looked up, the tested form may be a part): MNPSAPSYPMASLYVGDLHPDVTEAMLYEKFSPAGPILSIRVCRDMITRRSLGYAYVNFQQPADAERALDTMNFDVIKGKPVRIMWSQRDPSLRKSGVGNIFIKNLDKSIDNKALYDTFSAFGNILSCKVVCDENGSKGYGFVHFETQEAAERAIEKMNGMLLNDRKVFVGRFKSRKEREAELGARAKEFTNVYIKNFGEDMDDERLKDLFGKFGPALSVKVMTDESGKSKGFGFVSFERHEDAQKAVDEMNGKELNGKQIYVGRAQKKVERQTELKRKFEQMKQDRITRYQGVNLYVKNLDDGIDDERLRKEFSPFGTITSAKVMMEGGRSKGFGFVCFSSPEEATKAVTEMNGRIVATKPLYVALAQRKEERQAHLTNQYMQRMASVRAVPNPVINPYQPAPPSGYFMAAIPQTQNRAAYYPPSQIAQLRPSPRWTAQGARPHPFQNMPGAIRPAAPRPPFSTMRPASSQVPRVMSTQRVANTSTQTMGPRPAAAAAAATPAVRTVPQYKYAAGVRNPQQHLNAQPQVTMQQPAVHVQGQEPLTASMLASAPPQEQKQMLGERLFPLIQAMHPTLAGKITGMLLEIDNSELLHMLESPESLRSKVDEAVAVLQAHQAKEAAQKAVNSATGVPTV
CSN inh – inhibitors of human CSN-mediated cullin deneddylation; Purified CSN, SCF-Nedd8-OG deneddylation, fluorescence polarization; inhibition, % at 12.5 µM; hit rate 0.38% among 360,000;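 active means pattern-corrected inhibition above about 35%, with an unprinted fluorescence ratio check between 0.5 and 1.5, limit read from the data, passing the limit was not always enough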;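 further: 0% = enzyme with substrate and 100% = substrate without enzyme; some results filed as inactive read as strong as hits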
Target sequence (Q92905 whole entry, looked up, one chain of several): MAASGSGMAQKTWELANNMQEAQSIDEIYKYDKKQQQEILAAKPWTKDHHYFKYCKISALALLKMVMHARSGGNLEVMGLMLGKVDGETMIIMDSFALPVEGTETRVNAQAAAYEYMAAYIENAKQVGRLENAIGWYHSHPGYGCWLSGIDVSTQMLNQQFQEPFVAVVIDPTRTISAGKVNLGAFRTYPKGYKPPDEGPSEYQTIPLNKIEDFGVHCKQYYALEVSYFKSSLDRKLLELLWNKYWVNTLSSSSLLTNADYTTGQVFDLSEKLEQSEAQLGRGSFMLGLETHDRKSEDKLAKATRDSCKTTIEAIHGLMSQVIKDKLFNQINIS
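Test system: Human Csn5 produced in HEK293T cells | Compound: 12.5 µM single point | Times: 90 min, room temperature | Signal: Fluorescence polarization readout | Read-out basis: % inhibition of substrate cleavage by Csn5 | Controls: no-enzyme wells high, enzyme-with-substrate wells low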
eLon inh – inhibitors of E. coli Lon protease. P0A9M0. inhibition, % at 7.94 µM. AID 602123. hit rate 0.42% among 360,000. purified E. coli Lon protease, fluorescence polarization; in the data active means inhibition above about 13%, passing the limit was not always enough;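 further: 0% = enzyme with probe and DMSO and 100% = no enzyme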
Neddylation inh – blocks human cullin neddylation | hit rate 0.58% among 360,000 | P61081+Q13564 | calls only at 25 µM | TR-FRET cullin neddylation, biochemical; in the data active means inhibition above about 36%
* marks the source's active call; other numbers are inactive results; i = inactive; . = no result given. Outcome played no part in choosing rows, and some 4% of all compounds hit somewhere here.

Key to letters: A = Rin1 Abl inh; B = TbMetRS inhib; C = FAS-TE inh; D = MsrA inh; E = bovine MsrA act; F = PABP1 MLLE inh; G = CSN inh; H = eLon inh; I = Neddylation inh
molecule: CC1(C)C(=O)NCCN1C(=O)CCCC(=O)O
  A: 0; B: -0.3; C: -3; D: -0.9; E: -4; F: 4; G: 4; H: -3; I: i

molecule: Brc1cc(Br)c2nc3c(cc2c1)CCC3
  A: -31; B: -0.4; C: 14; D: 1.9; E: -2; F: -15; G: 4; H: -3; I: i

molecule: CC(C)C(=O)N1CCN(c2ccccc2NC(=S)NC(=O)c2cccs2)CC1
  A: 3; B: 0.0; C: 10; D: 3.8; E: -1; F: 17; G: -4; H: 3; I: i

molecule: CCOC(=O)c1ccc(Oc2cn[nH]c2-c2ccc(O)cc2O)cc1
  A: 1; B: -0.4; C: -146; D: 0.1; E: -3; F: 0; G: 6; H: -2; I: i

molecule: CC1(C)CC(=O)C2=C(C1)N=C1c3ccccc3C(=O)C1C2c1ccc(Cl)cc1 (stereo not drawn)
  A: 1; B: -0.4; C: 25; D: 0.6; E: -6; F: -50; G: 2; H: 1; I: i

molecule: C=CCNC(=O)/C(=C/c1ccccc1OCC)NC(=O)c1ccccc1
  A: 1; B: 1.1; C: -9; D: 1.9; E: -4; F: -6; G: 1; H: -5; I: i

molecule: Cc1nn(S(=O)(=O)c2ccccc2)c(C)c1S(=O)(=O)N1CCOCC1
  A: 4; B: -1.3; C: -8; D: -0.8; E: -10; F: 4; G: 3; H: 6; I: i

molecule: COc1cccc(OC)c1C(=O)Nc1cccc(NC(=O)c2cccs2)c1
  A: 2; B: -0.5; C: 1; D: 0.2; E: -3; F: 1; G: -4; H: -2; I: i

molecule: Cc1ccc(N(CC(=O)NCc2ccc(F)cc2)S(=O)(=O)c2c(C)n[nH]c2C)cc1
  A: 0; B: -0.1; C: -2; D: -1.3; E: -2; F: 0; G: 3; H: -11; I: i

molecule: Cc1onc(-c2ccccc2)c1NC(=O)N(CCC(=O)O)Cc1ccccc1
  A: 0; B: 0.0; C: -7; D: 0.7; E: -4; F: 9; G: 2; H: -6; I: i

molecule: CC(=O)CCC(=O)NC1CCCc2c1cnn2-c1ccc(C(C)(C)C)cc1 (stereo not drawn)
  A: 0; B: -0.5; C: -1; D: 0.5; E: -2; F: 13; G: -4; H: 5; I: i

molecule: CN(C)C(=O)c1c2c(nc3ccccc13)-c1ccccc1CC2
  A: -5; B: -0.2; C: -4; D: 1.0; E: -4; F: 9; G: 5; H: 0; I: i

molecule: CCOC(=O)C(C)On1c(SC(C)C(=O)OCC)nc2ccccc2c1=O (stereo not drawn)
  A: 0; B: -0.6; C: -6; D: 0.0; E: -1; F: 30; G: 1; H: -5; I: i

molecule: CCNC(=O)N1CCNC(=O)C1CC(=O)OC (stereo not drawn)
  A: -1; B: 0.3; C: -5; D: 0.9; E: -1; F: 6; G: 3; H: -2; I: i

molecule: CCOc1ccc(N(C)S(=O)(=O)c2ccc3[nH]cc(C(=O)NCC(OC)OC)c(=O)c3c2)cc1
  A: 0; B: 0.5; C: 4; D: 0.0; E: 4; F: 7; G: -2; H: -14; I: i

molecule: Cc1nnc(SCC(=O)NN2C(=O)NC3(CCCCC3)C2=O)s1
  A: 0; B: -0.3; C: -12; D: 0.0; E: -2; F: 15; G: -7; H: 0; I: i

molecule: Fc1ccc(NC(=S)Nc2nccs2)cc1
  A: -1; B: 0.7; C: -1; D: 1.5; E: -1; F: 30; G: 9; H: 0; I: i

molecule: COC(=O)c1cc(S(=O)(=O)N2c3ccccc3CC2C)c[nH]1 (stereo not drawn)
  A: -1; B: 0.0; C: 0; D: -0.1; E: -2; F: 4; G: -1; H: -6; I: i

molecule: CCC(C)(C)n1nnnc1C(c1ccc(OC)cc1)N1CCN(C(=O)c2ccco2)CC1 (stereo not drawn)
  A: 1; B: -0.5; C: 0; D: -0.5; E: 4; F: -7; G: 1; H: -3; I: i

molecule: O=C(NCc1ccccc1)c1csc2c1CCCCC2
  A: 3; B: 0.1; C: 7; D: 0.4; E: -3; F: -2; G: -5; H: -11; I: i

molecule: Cc1nc2c(Br)c3nc(C(F)(F)F)[nH]c3c(Br)c2[nH]1
  A: -1; B: 0.1; C: -7; D: .; E: 3; F: 9; G: 3; H: -3; I: i

molecule: O=C(Cc1ccc(F)cc1)Nc1cccc2cccnc12
  A: -2; B: -1.0; C: 9; D: 0.1; E: -6; F: 1; G: 3; H: 11; I: i

molecule: CC(C)CNC(=O)CN1C(=O)NC2(CCc3ccccc32)C1=O (stereo not drawn)
  A: 0; B: -0.4; C: 1; D: -1.2; E: -3; F: -8; G: -2; H: -2; I: i

molecule: O=C(Nc1ccc(N2CCN(Cc3ccccc3)CC2)cc1)c1ncn[nH]1
  A: -6; B: -1.2; C: -37; D: -0.5; E: -1; F: 1; G: 1; H: -7; I: i

molecule: CCCCC1=CC2=CC(=O)C(C)(OC(=O)CC)C(=O)C2=CN1CCCCO (stereo not drawn)
  A: 3; B: -0.3; C: -2; D: 1.0; E: -9; F: 45*; G: -5; H: 12; I: i

molecule: COc1ccc(C(=O)/C=C/c2ccc(O)cc2)c(O)c1C/C=C(\C)CCC=C(C)C
  A: 1; B: 0.0; C: 28; D: 1.7; E: -5; F: -5; G: 7; H: -12; I: i

molecule: C=CCNc1nc(NCC)nc(N2CCOCC2)n1
  A: -3; B: -0.1; C: -5; D: 0.8; E: -2; F: -3; G: 0; H: -3; I: i

molecule: Cc1ccccc1Cn1cc(S(=O)(=O)CC(=O)N2CCCCC2)c2ccccc21
  A: 0; B: -0.6; C: 4; D: 0.9; E: -1; F: 4; G: 0; H: -3; I: i

molecule: CCN(CC(=O)Nc1ccc2c(c1)OCCO2)S(=O)(=O)c1cccs1
  A: -1; B: -0.7; C: -2; D: 0.2; E: -6; F: 0; G: -1; H: -1; I: i

molecule: COc1ccc2ccccc2c1/C=N/NC(=O)c1sc(N)c(C#N)c1C
  A: -2; B: 0.2; C: 1; D: 2.5; E: -5; F: -22; G: -2; H: -33; I: i

molecule: CN(C)CCCN(C(=O)COc1ccccc1)c1nc2c(F)cccc2s1
  A: -2; B: -0.2; C: 3; D: -0.5; E: -2; F: 27; G: -1; H: -4; I: i

molecule: C=CCCC(=O)N1C[C@H]2CON(C)[C@H]2C[C@H]1c1ccc(Br)cc1
  A: 3; B: 0.0; C: -6; D: 0.8; E: -14; F: -7; G: -1; H: -13; I: i

molecule: CN1CCN(CCCCOc2ccccc2C=O)CC1
  A: 3; B: -1.4; C: -9; D: -0.4; E: -3; F: 10; G: 7; H: -16; I: i

molecule: CC(C)NC(=O)N1Cc2cc(C(=O)NC3CCCC3)nc(-c3cccc(-c4cccnc4)c3)c2[C@@H]1CCO
  A: .; B: -0.7; C: -5; D: 0.5; E: 4; F: .; G: -1; H: -12; I: i

molecule: COc1ccc(-c2nnc(SCC(=O)N3CCCC3)o2)cc1
  A: 3; B: 0.2; C: -2; D: 0.3; E: -3; F: -6; G: -4; H: 3; I: i

molecule: COc1nc(Nc2ccc(O)cc2)nc(OC(C(F)(F)F)C(F)(F)F)n1
  A: 1; B: -0.4; C: 5; D: -0.4; E: -10; F: 3; G: 6; H: -7; I: i

molecule: Cc1cc(C)c(S(=O)(=O)NCCn2ccc3ccccc32)c(C)c1
  A: -1; B: 0.8; C: 18; D: 0.1; E: -2; F: 17; G: 1; H: -3; I: i

molecule: O=C1c2ccccc2NC(c2ccccc2Br)N1CCCN1CCOCC1 (stereo not drawn)
  A: -1; B: -0.1; C: -8; D: 0.6; E: -1; F: 7; G: -5; H: 1; I: .

molecule: Cc1ccc2[nH]c3ccccc3c(=O)c2c1
  A: -7; B: 2.1; C: -2; D: 1.1; E: -2; F: 10; G: -6; H: -4; I: .

molecule: Nn1c(SCC(=O)Nc2ccc(S(N)(=O)=O)cc2)nnc1-c1ccco1
  A: 1; B: -0.2; C: -3; D: 0.1; E: -5; F: 6; G: -3; H: -11; I: i

molecule: COc1cc([N+](=O)[O-])cc(/C=N/NC(=O)c2cncc(Br)c2)c1O
  A: -3; B: 0.1; C: 59*; D: 2.4; E: -1; F: -119; G: 12; H: -6; I: i

molecule: CCc1nnc(NC(=O)CSc2ncnc3c2cnn3-c2ccc(OC)cc2)s1
  A: -1; B: 0.0; C: -1; D: 1.6; E: 0; F: -9; G: 3; H: 11; I: i

molecule: COc1cc(NC(=O)CN2C(=O)CSc3ccc(S(=O)(=O)N4CCCC4)cc32)cc(OC)c1
  A: 1; B: 0.2; C: 32; D: 0.1; E: -3; F: 8; G: -1; H: 6; I: i

molecule: Cc1cccc(C(=O)Nc2nnc(SCC(=O)NCc3ccco3)s2)c1
  A: 0; B: -0.2; C: -4; D: 0.5; E: -3; F: -31; G: -6; H: 0; I: i

molecule: CC(C)C[C@H](NC(=O)c1[nH]cnc1C(=O)N[C@@H](Cc1ccccc1)C(=O)OCc1ccccc1)C(=O)OC(C)(C)C
  A: 1; B: -0.1; C: 20; D: -0.2; E: -1; F: -3; G: -2; H: 11; I: i

molecule: O=C(CN1CCN(c2ncccn2)CC1)NCc1ccc2c(c1)OCO2
  A: 1; B: 1.6; C: -4; D: -0.2; E: -3; F: -16; G: 5; H: -7; I: i

molecule: COC(=O)[C@@H](NC(=O)c1ccc(OC2CCN(Cc3ccccn3)CC2)cc1)C(C)C
  A: 4; B: 0.2; C: -3; D: 1.0; E: -2; F: -2; G: 3; H: -2; I: i

molecule: Cc1ccc(/C=N/NC(=O)NC2CCCCC2)o1
  A: 5; B: -0.6; C: -4; D: 1.8; E: -8; F: -18; G: -4; H: -3; I: i

molecule: COc1cc(OC)cc(C(=O)N[C@H](C(=O)Nc2cc(C)cc(C)c2)C(C)C)c1
  A: 1; B: -0.9; C: 2; D: 0.6; E: -1; F: 0; G: -4; H: -4; I: i

molecule: Cn1c(=O)c2c(nc(N/N=C/c3ccc(OC(=O)c4ccco4)cc3)n2Cc2ccc(F)cc2)n(C)c1=O
  A: 1; B: -1.4; C: 14; D: 0.0; E: -13; F: -7; G: 2; H: 15; I: .

molecule: Cc1cc(C)cc(-n2ccnc2SCC(=O)O)c1
  A: 4; B: -0.2; C: -8; D: -0.4; E: 0; F: -25; G: 2; H: 6; I: i

molecule: COc1ccccc1-c1nnc(SC(C)C(=O)O)n1-c1ccccc1 (stereo not drawn)
  A: -4; B: -0.4; C: -6; D: 0.3; E: -3; F: -3; G: 3; H: 1; I: i

Of the compounds above, these have a CF3 group:
Key to letters: A = Rin1 Abl inh; B = TbMetRS inhib; C = FAS-TE inh; D = MsrA inh; E = bovine MsrA act; F = PABP1 MLLE inh; G = CSN inh; H = eLon inh; I = Neddylation inh
molecule: Cc1nc2c(Br)c3nc(C(F)(F)F)[nH]c3c(Br)c2[nH]1
  A: -1; B: 0.1; C: -7; D: .; E: 3; F: 9; G: 3; H: -3; I: i

molecule: COc1nc(Nc2ccc(O)cc2)nc(OC(C(F)(F)F)C(F)(F)F)n1
  A: 1; B: -0.4; C: 5; D: -0.4; E: -10; F: 3; G: 6; H: -7; I: i
